Screening data (PubChem)
CRFR2-BP ag = agonists of human CRF-binding protein/CRF-R2 receptor complex; HEK293 CRF-R2/CRF-BP, calcium dye fluorescence (FLIPR); percent of saturating CRF peptide response; activation, % at 13.2 µM; hit rate 0.46% among 350,000; AID 588473;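 active means activation of at least 50%, plus an integration ratio under a set limit after plate pattern correction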;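 further: plate controls were neutral control wells without compound for no effect and CRF at EC100 for full effect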
CHRM4 PAM = CHRM4 positive allosteric modulation; P08173; CHO-K1 hM4/Gqi5, Fluo-8 calcium fluorescence, ACh EC20; 0% = ACh EC20, 100% = maximal ACh; activation, % at 3 µM; hit rate 0.4% among 360,000;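 active means activation above its plate's cutoff, the mean activation of sample wells plus 3 SD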; further: some results filed as inactive read as strong as hits
Target sequence (P08173 whole entry, looked up): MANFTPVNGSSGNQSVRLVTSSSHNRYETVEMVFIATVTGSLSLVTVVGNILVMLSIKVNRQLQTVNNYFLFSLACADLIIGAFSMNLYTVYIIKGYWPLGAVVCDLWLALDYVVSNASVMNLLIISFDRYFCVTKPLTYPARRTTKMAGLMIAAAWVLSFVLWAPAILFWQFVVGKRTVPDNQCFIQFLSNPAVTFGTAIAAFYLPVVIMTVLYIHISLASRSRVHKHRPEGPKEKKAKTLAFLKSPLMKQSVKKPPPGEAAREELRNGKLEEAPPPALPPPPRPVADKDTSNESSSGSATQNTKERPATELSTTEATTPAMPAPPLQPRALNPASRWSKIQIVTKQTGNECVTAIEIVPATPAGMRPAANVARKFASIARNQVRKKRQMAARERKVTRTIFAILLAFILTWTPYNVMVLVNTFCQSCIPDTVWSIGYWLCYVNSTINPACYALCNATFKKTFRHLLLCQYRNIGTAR
CHRM5 antagonist = blocks acetylcholine activation of human M5 receptor; CHO-hM5 cells, Fluo-8 calcium fluorescence, ACh EC80; inhibition, % at 3 µM; hit rate 0.59% among 360,000; AID 624040;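 active means inhibition above a per-plate cutoff, the mean of that plate's test compounds plus 3 SD, cut at about 27% in these data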;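 further: 0% = acetylcholine EC80 with DMSO and 100% = DMSO without agonist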
Target sequence (P08912 whole entry, looked up): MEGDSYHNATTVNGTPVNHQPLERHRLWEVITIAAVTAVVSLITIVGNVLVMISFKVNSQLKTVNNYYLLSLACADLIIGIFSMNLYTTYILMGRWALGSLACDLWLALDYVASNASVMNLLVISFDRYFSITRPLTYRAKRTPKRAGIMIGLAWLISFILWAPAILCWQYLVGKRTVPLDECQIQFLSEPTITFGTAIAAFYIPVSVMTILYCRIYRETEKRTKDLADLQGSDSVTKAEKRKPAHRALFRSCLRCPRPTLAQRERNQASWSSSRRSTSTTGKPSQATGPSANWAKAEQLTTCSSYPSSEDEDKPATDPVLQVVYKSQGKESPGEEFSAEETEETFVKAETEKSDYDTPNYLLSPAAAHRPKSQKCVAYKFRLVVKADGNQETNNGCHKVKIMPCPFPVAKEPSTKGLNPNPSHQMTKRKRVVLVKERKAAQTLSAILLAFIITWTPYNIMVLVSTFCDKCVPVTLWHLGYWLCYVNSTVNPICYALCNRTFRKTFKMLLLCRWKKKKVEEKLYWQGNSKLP
TAAR1 ag = agonists of human TAAR1 | Q96RJ0 | CHO RD-HGA16 TAAR1, Fluo-8 calcium fluorescence; vehicle wells 0%, saturating PEA agonist 100% | activation, % at 3 µM | hit rate 0.99% among 360,000 | AID 624467;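 active means activation above the mean activation of all test compounds in the run plus 3 SD, cut at about 38% in these data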
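Test system: RD-HGA16 (CHO) cells co-expressing Gα16 and hTAAR1; dosing: one-point dosing at 3 µM (nominal); timing: 17-24 h seeding, 75 min 37 °C dye, 30 min RT; signal: kinetic Fluo-8 calcium fluorescence; read-out basis: % activation relative to PEA EC100 response; controls: DMSO and PEA EC100; replicates: n 1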
M1 PAM parental = M1 PAM counterscreen hit in parental CHO-K1 cells. ATP EC20, Fluo-8 calcium fluorescence; 0% at ATP EC20, 100% at ATP max. activation, % at 3 µM. hit rate 0.02% among 360,000. AID 602247;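 active means activation above the run cutoff, the mean activation of all test compounds plus 3 SD, cut at about 40% in these data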;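 further: peak over basal fluorescence ratio in a 140 s read after ATP addition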
CHRM5 agonist = agonists of human muscarinic M5 receptor (CHRM5). CHO-K1 hM5 cells, Fluo-8 calcium fluorescence; 0% DMSO wells, 100% maximal acetylcholine response. activation, % at 3 µM. hit rate 0.19% among 360,000;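 active means activation above the run's mean over test compounds plus 3 SD, cut at about 23% in these data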;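 further: signal is peak over basal fluorescence ratio across the kinetic read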
TAAR1 antag = antagonists of human TAAR1; AID 624466; Q96RJ0; inhibition, % at 3 µM; CHO RD-HGA16 TAAR1, Fluo-8 calcium fluorescence, antagonist; hit rate 1.5% among 360,000;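 active means inhibition above a per-plate cutoff, the mean inhibition of test compounds on that plate plus 3 SD, cut at about 49% in these data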;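 further: 0% = DMSO plus EC80 beta-PEA response and 100% = DMSO alone without agonist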
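test system = CHO RD-HGA16 cells bearing hTAAR1 | replication = singlicate | controls = DMSO-only wells and EC80 β-PEA-stimulated wells | reagent = EC80 β-phenethylamine stimulus | read-out basis = percent inhibition of PEA-evoked calcium signal, max/basal emission ratio | schedule = seeding 17-24 h prior, 75-min 37 °C, 30-min RT dye loading | signal = kinetic Fluo-8 calcium fluorescence measurement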
CRFBP-R2 block = blocks CRF-induced signaling of the CRF-BP/CRF-R2 complex; HEK293 CRF-R2/CRF-BP, CRF-induced calcium fluorescence; inhibition, % at 11.8 µM; hit rate 0.59% among 350,000; AID 588475;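 active means inhibition of the ligand-induced calcium signal above about 50% at the single tested concentration, limit read from the data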
M5 PAM = potentiates acetylcholine response at human M5 receptor; P08912; CHO-K1 hM5, Fluo-8 calcium, ACh EC20 PAM; 0% = ACh EC20, 100% = ACh EC100; activation, % at 3 µM; hit rate 0.3% among 360,000; AID 624038;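 active means activation above the run cutoff, the mean activation of all test compounds plus 3 SD, cut at about 18% in these data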
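system = human M5 receptor in CHO-K1 cells | compound = one concentration, 3 µM final (nominal) | schedule = Post-acetylcholine fluorescence recording 140 s | signal = Fluo-8 calcium dye fluorescence, kinetic read | benchmarks = low control EC20 acetylcholine (0%), high control EC100 acetylcholine (100%) | repeats = singlicate, one well per test compound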
* = called active by the depositor. Hits appear at their usual frequency, and some 4.2% of all compounds hit somewhere here.

How did CN1CCN(C(=O)c2cc(COc3ccccc3)on2)[C@@H](c2ccccc2)C1 do in these assays?
CRFR2-BP ag: 2.5; CHRM4 PAM: -1; CHRM5 antagonist: 5; TAAR1 ag: 5; M1 PAM parental: 18; CHRM5 agonist: 0; TAAR1 antag: -16; CRFBP-R2 block: -16; M5 PAM: -2

Results for CCn1cc(SCC(=O)N2CCc3ccccc32)c2ccccc21 ?
CRFR2-BP ag: -0.2; CHRM4 PAM: -10; CHRM5 antagonist: 9; TAAR1 ag: -2; M1 PAM parental: 12; CHRM5 agonist: -1; TAAR1 antag: 21; CRFBP-R2 block: 1; M5 PAM: -15

What do the screens show for `O=C(Nc1ccc2c(c1)OCCO2)c1cc(-c2ccccc2)nc2ccccc12`?
CRFR2-BP ag: 0.0; CHRM4 PAM: -20; CHRM5 antagonist: 15; TAAR1 ag: 17; M1 PAM parental: 3; CHRM5 agonist: -3; TAAR1 antag: 34; CRFBP-R2 block: -2; M5 PAM: -14

What do the screens show for `Nc1cccc(-n2nncc2-c2ccccc2)c1`?
CRFR2-BP ag: 0.1; CHRM4 PAM: -4; CHRM5 antagonist: 8; TAAR1 ag: 11; M1 PAM parental: -2; CHRM5 agonist: 1; TAAR1 antag: 9; CRFBP-R2 block: -11; M5 PAM: -2

What do the screens show for `FC(F)(F)c1cccc(N2CCN(C3CC4CCC3C4)CC2)c1` (stereo unspecified)?
CRFR2-BP ag: 1.6; CHRM4 PAM: 11; CHRM5 antagonist: -5; TAAR1 ag: 16; M1 PAM parental: 6; CHRM5 agonist: 4; TAAR1 antag: -7; CRFBP-R2 block: -39; M5 PAM: -4

Results for O=C(c1ccc(CS(=O)(=O)c2ccccc2)o1)N1CCOCC1 ?
CRFR2-BP ag: -0.7; CHRM4 PAM: 7; CHRM5 antagonist: 7; TAAR1 ag: 1; M1 PAM parental: 3; CHRM5 agonist: 0; TAAR1 antag: -6; CRFBP-R2 block: 9; M5 PAM: -9

How did Cc1cccc(NC(=O)CNC(=O)COC(=O)c2ccco2)c1C do in these assays?
CRFR2-BP ag: -1.2; CHRM4 PAM: 3; CHRM5 antagonist: 13; TAAR1 ag: 3; M1 PAM parental: 12; CHRM5 agonist: 4; TAAR1 antag: 1; CRFBP-R2 block: 1; M5 PAM: -3

Results for CC1=NN(c2ccc(C)cc2)C(=O)/C1=C/c1ccc(-c2cc([N+](=O)[O-])ccc2O)o1 ?
CRFR2-BP ag: 6.2; CHRM4 PAM: 5; CHRM5 antagonist: 7; TAAR1 ag: 6; M1 PAM parental: -26; CHRM5 agonist: 5; TAAR1 antag: -18; CRFBP-R2 block: 47; M5 PAM: -5

Results for O=C(O)c1ccccc1C(=O)NCc1cccnc1 ?
CRFR2-BP ag: 0.4; CHRM4 PAM: -2; CHRM5 antagonist: -2; TAAR1 ag: 5; M1 PAM parental: 11; CHRM5 agonist: -3; TAAR1 antag: -1; CRFBP-R2 block: 13; M5 PAM: 5

How did O=C(COc1ccc(Cl)cc1)N/N=C/c1cccc2cccnc12 do in these assays?
CRFR2-BP ag: 1.9; CHRM4 PAM: 8; CHRM5 antagonist: -7; TAAR1 ag: 0; M1 PAM parental: 13; CHRM5 agonist: -1; TAAR1 antag: 3; CRFBP-R2 block: -14; M5 PAM: 10

Results for O=C1Nc2ccccc2/C1=C/c1cccnc1 ?
CRFR2-BP ag: -1.8; CHRM4 PAM: 0; CHRM5 antagonist: -1; TAAR1 ag: 0; M1 PAM parental: -5; CHRM5 agonist: -2; TAAR1 antag: -4; CRFBP-R2 block: 11; M5 PAM: -3

Results for CC[C@]12c3[nH]c4cc(CCC(=O)N(C)C)ccc4c3CCN1C(=O)[C@@H](CC(=O)NCc1ccco1)C[C@@H]2C(=O)N1CCN(C(=O)c2ccco2)CC1 ?
CRFR2-BP ag: 6.3; CHRM4 PAM: 6; CHRM5 antagonist: 17; TAAR1 ag: 4; M1 PAM parental: 19; CHRM5 agonist: 1; TAAR1 antag: 1; CRFBP-R2 block: -2; M5 PAM: -7

Results for Cc1cc(NC(=O)CN2C(=O)NC3(CCC(C)CC3)C2=O)no1 (stereo unspecified) ?
CRFR2-BP ag: -0.7; CHRM4 PAM: 2; CHRM5 antagonist: 0; TAAR1 ag: 2; M1 PAM parental: 17; CHRM5 agonist: -3; TAAR1 antag: -13; CRFBP-R2 block: 15; M5 PAM: 4

What do the screens show for `CC(C)NC(=O)c1cc2c(-c3ccc(Cl)cc3)nn(C)c2s1`?
CRFR2-BP ag: -0.2; CHRM4 PAM: -3; CHRM5 antagonist: -6; TAAR1 ag: 1; M1 PAM parental: 11; CHRM5 agonist: 0; TAAR1 antag: -9; CRFBP-R2 block: -1; M5 PAM: -2

How did CCCSc1nc2c(c(=O)[nH]c(=O)n2C)n1Cc1ccccc1 do in these assays?
CRFR2-BP ag: -2.5; CHRM4 PAM: -4; CHRM5 antagonist: -3; TAAR1 ag: 11; M1 PAM parental: -4; CHRM5 agonist: 1; TAAR1 antag: -25; CRFBP-R2 block: -12; M5 PAM: 2

How did CCOC(=O)c1ccc(C(=O)OCC)nc1 do in these assays?
CRFR2-BP ag: 0.8; CHRM4 PAM: 1; CHRM5 antagonist: -9; TAAR1 ag: 7; M1 PAM parental: -7; CHRM5 agonist: -1; TAAR1 antag: -13; CRFBP-R2 block: -31; M5 PAM: 21*

Results for Cc1ccccc1Cn1nc(C)c(NC(=O)c2noc3c2CCCC3)c1C ?
CRFR2-BP ag: -0.2; CHRM4 PAM: 17; CHRM5 antagonist: -5; TAAR1 ag: 2; M1 PAM parental: -4; CHRM5 agonist: 2; TAAR1 antag: 6; CRFBP-R2 block: -18; M5 PAM: 2

Results for COc1ccc(CCNC(=O)CSc2nnc3ccc(-c4ccccn4)nn23)cc1 ?
CRFR2-BP ag: -0.7; CHRM4 PAM: 2; CHRM5 antagonist: -1; TAAR1 ag: -1; M1 PAM parental: -7; CHRM5 agonist: 2; TAAR1 antag: -3; CRFBP-R2 block: 0; M5 PAM: 0

Results for COc1ccccc1-c1nc(S(=O)(=O)c2ccccc2)c(N2CCOCC2)o1 ?
CRFR2-BP ag: -1.3; CHRM4 PAM: 0; CHRM5 antagonist: -15; TAAR1 ag: 3; M1 PAM parental: -2; CHRM5 agonist: -2; TAAR1 antag: -13; CRFBP-R2 block: -6; M5 PAM: 4

How did CSc1ccccc1NS(=O)(=O)c1cccc2nonc12 do in these assays?
CRFR2-BP ag: 1.6; CHRM4 PAM: 3; CHRM5 antagonist: -7; TAAR1 ag: 4; M1 PAM parental: -9; CHRM5 agonist: -3; TAAR1 antag: -31; CRFBP-R2 block: -6; M5 PAM: 2

What do the screens show for `O=C(CSc1nnc(Cc2ccccc2)o1)N1CCCc2ccccc21`?
CRFR2-BP ag: -1.9; CHRM4 PAM: -1; CHRM5 antagonist: 9; TAAR1 ag: 8; M1 PAM parental: -4; CHRM5 agonist: -2; TAAR1 antag: -17; CRFBP-R2 block: -11; M5 PAM: -6

What do the screens show for `Cc1cc(C)c2c(c1)/C(=N/Nc1ccc(S(N)(=O)=O)cc1[N+](=O)[O-])CCC2`?
CRFR2-BP ag: -3.1; CHRM4 PAM: -3; CHRM5 antagonist: -7; TAAR1 ag: 2; M1 PAM parental: -15; CHRM5 agonist: -1; TAAR1 antag: -39; CRFBP-R2 block: -5; M5 PAM: 0

Results for O=C(NN1CCCCC1)c1ccccc1 ?
CRFR2-BP ag: 0.5; CHRM4 PAM: 0; CHRM5 antagonist: 1; TAAR1 ag: 0; M1 PAM parental: 17; CHRM5 agonist: 1; TAAR1 antag: 1; CRFBP-R2 block: -4; M5 PAM: 1

Results for COC(=O)c1nnn(-c2nonc2N)c1CSc1ccccn1 ?
CRFR2-BP ag: -1.4; CHRM4 PAM: 7; CHRM5 antagonist: -1; TAAR1 ag: 6; M1 PAM parental: 8; CHRM5 agonist: -4; TAAR1 antag: 12; CRFBP-R2 block: 8; M5 PAM: 6

Results for CC1=C(C#N)C(/C=N/OCc2ccc(F)cc2Cl)CC(=O)N1 (stereo unspecified) ?
CRFR2-BP ag: 2.0; CHRM4 PAM: -6; CHRM5 antagonist: 2; TAAR1 ag: 7; M1 PAM parental: 5; CHRM5 agonist: 0; TAAR1 antag: 1; CRFBP-R2 block: -6; M5 PAM: -3

Results for Cc1ccc(C)c(NS(=O)(=O)c2cc(C(=O)Nc3cccc(N(C)S(C)(=O)=O)c3)ccc2C)c1 ?
CRFR2-BP ag: -1.2; CHRM4 PAM: -4; CHRM5 antagonist: -3; TAAR1 ag: 15; M1 PAM parental: -7; CHRM5 agonist: 10; TAAR1 antag: 23; CRFBP-R2 block: 1; M5 PAM: -3

How did Clc1ccc(-c2noc(CCCc3ccccc3)n2)cc1 do in these assays?
CRFR2-BP ag: 1.4; CHRM4 PAM: 14; CHRM5 antagonist: -4; TAAR1 ag: 15; M1 PAM parental: -5; CHRM5 agonist: 0; TAAR1 antag: 8; CRFBP-R2 block: 9; M5 PAM: 7

What do the screens show for `Cc1oc(C(C)(C)C)cc1C(=O)Nc1ccc(C(=O)O)cc1`?
CRFR2-BP ag: -0.8; CHRM4 PAM: -2; CHRM5 antagonist: 7; TAAR1 ag: 9; M1 PAM parental: 12; CHRM5 agonist: -2; TAAR1 antag: -7; CRFBP-R2 block: 6; M5 PAM: -6

Results for Fc1cccc(Cl)c1/C=N/n1c(-c2cccnc2)n[nH]c1=S ?
CRFR2-BP ag: 0.9; CHRM4 PAM: 0; CHRM5 antagonist: 8; TAAR1 ag: 0; M1 PAM parental: 5; CHRM5 agonist: -1; TAAR1 antag: -7; CRFBP-R2 block: -25; M5 PAM: 5

In the list so far, these have a COOH group:
Results for O=C(O)c1ccccc1C(=O)NCc1cccnc1 ?
CRFR2-BP ag: 0.4; CHRM4 PAM: -2; CHRM5 antagonist: -2; TAAR1 ag: 5; M1 PAM parental: 11; CHRM5 agonist: -3; TAAR1 antag: -1; CRFBP-R2 block: 13; M5 PAM: 5

What do the screens show for `Cc1oc(C(C)(C)C)cc1C(=O)Nc1ccc(C(=O)O)cc1`?
CRFR2-BP ag: -0.8; CHRM4 PAM: -2; CHRM5 antagonist: 7; TAAR1 ag: 9; M1 PAM parental: 12; CHRM5 agonist: -2; TAAR1 antag: -7; CRFBP-R2 block: 6; M5 PAM: -6
